Source: PubChem
ARNT-TACC3 inh = disruptors of human ARNT/TACC3 interaction; Q9Y6A5; AlphaScreen His-ARNT PAS-B/GST-TACC3 binding, luminescence; TACC3 fragment carries E629A point mutation; inhibition, % at 9.99 µM; 390,000 compounds, 0.66% hits;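 active = mean inhibition of replicates at least 50% and at least half of replicates each reaching 50%; inconclusive = half or more replicates reach 50% but mean below 50%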;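 also: 0% = complete ARNT plus TACC3 wells and 100% = ARNT alone without TACC3; many hits fall short of the cut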
CFTR F508del cor = CFTR F508del correction in bronchial cells; 350,000 compounds, 0.36% hits; CFBE cells, YFP halide quenching; stimulated with forskolin plus potentiator P3; % fluorescence drop versus neutral controls; activity (quench increase), % at 7.58 µM; AID 720511;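 active = mean added fluorescence quench of at least 8% versus neutral control, with both replicates also reaching 8%; inconclusive = only one of the mean or replicate conditions met; inactive = mean below 8% and not both replicates reaching 8%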;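 also: cells transiently co-express mutant CFTR-F508del with the halide-sensitive YFP; corrector assay measuring rescue of mutant channel to the surface after 24 h compound exposure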
DENV2 CPE rescue = DENV2-induced cell death inhibition | DENV2-infected cells, cytopathic effect rescue, plate reader | CPE inhibition, % at 9.99 µM | 350,000 compounds, 1.7% hits; in the data active = CPE inhibition above about 20%, passing the limit was not always enough; inconclusive = no clear call, values can overlap the other calls; tested in BHK-21 cells;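 also: 0% = median of neutral control wells and 100% = median of positive control wells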
EWS-Fli inh = inhibitors of EWS/Fli oncoprotein transcriptional activity | A673 NR0B1-luciferase reporter, viability-normalised | inhibition, % at 12.6 µM | 350,000 compounds, 0.67% hits | AID 651661;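 active = mean inhibition of at least 50% after viability correction, with every replicate also passing that limit; inconclusive = mean reaches 50% but only one of two replicates passes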;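 also: firefly luciferase signal divided by Alamar Blue viability fluorescence both relative to DMSO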
Xi reactivation = X-chromosome reactivation activator | activation, % at 7.58 µM | XiGFP mouse fibroblasts, % GFP-positive cells imaging, 3 d; cells co-treated with 5-aza-dC sensitizer; scaled so ellipticine positive control = 100% | 360,000 compounds, 0.055% hits;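 active = mean normalized replicate activation at least 10% and every replicate at or above 10%; inconclusive = only one of the two criteria met; inactive = mean below 10% and not all replicates reach 10%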;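 also: 0% = median of on-plate neutral control wells and 100% = ellipticine 6 µM median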
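Material: XiGFP fibroblasts, SV40-immortalized. Buffer or medium: DMEM plus 5-aza-dC sensitizer. Compound: single concentration per compound, delivered by pin transfer. Times: 3 days compound exposure. Controls: ellipticine 6 µM.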
INS-1E GSIS act = GLuc luminescence reporter in INS-1E cells, primary screen for activators of glucose-dependent secretion of insulin; INS-1E GLuc reporter insulin secretion, 2-3 h; activation, % at 16.6 µM; 370,000 compounds, 0.61% hits; AID 743287;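 active = lowest replicate activation of at least 40%, so every replicate reaches that level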;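 also: 0% = median of neutral control wells and 100% = median of IBMX positive control wells; some compounds called inactive have numbers as strong as hits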
PAX8 inh HTS = PAX8 transcriptional activity inhibition. AID 652154. 360,000 compounds, 1.2% hits. inhibition, % at 12.6 µM. RMG-I TPO-luciferase reporter, SteadyGlo, 24 h;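 active = mean replicate inhibition at least 60% with every replicate also reaching 60%; inconclusive = only one of the two criteria is met; inactive = mean below 60% and not all replicates reaching 60%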;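 also: luciferase light reporting Pax8 driven TPO promoter activity; plate controls were median of neutral control wells for no effect and mitoxantrone controls for full effect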
ERp5 block = ERp5 (human) disulfide isomerase inhibition; Q15084; ERp5 insulin aggregation, absorbance 650 nm, 90 min; inhibition, % at 9.99 µM; 350,000 compounds, 0.05% hits; AID 651711;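 active = mean replicate inhibition above about 25%, with every replicate also reaching it, limit read from the data, passing the limit was not always enough; inconclusive = only one of those two criteria met; inactive = neither criterion met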
Target sequence (Q15084 whole entry, looked up): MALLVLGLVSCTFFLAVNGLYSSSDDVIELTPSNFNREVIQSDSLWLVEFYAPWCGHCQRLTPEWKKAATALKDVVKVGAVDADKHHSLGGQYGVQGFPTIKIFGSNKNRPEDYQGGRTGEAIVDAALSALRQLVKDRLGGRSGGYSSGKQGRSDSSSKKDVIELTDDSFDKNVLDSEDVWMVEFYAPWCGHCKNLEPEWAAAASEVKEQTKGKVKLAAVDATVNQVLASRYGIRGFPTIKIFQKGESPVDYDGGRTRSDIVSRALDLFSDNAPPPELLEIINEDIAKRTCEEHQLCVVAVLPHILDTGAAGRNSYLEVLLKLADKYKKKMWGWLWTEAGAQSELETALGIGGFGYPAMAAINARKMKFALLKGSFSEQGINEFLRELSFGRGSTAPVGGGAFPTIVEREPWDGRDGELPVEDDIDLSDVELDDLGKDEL
* marks the source's active call; other numbers are inactive results; ? = inconclusive; nt = not tested or not shown.

Values run as follows: ARNT-TACC3 inh	CFTR F508del cor	DENV2 CPE rescue	EWS-Fli inh	Xi reactivation	INS-1E GSIS act	PAX8 inh HTS	ERp5 block
CC(=O)Oc1ccc2c(c1)C(=O)CCCCCC(=O)O2
→ nt	-1.8	-10	3	0.0	-2	-4	-2
CCCC#Cc1cnc2c(c1)C(=O)N([C@@H](C)CO)C[C@H](C)[C@H](CN(C)Cc1ccccc1F)O2
→ nt	0.0	nt	-5	0.4	-11	-8	nt
Cc1ccc(C(=O)N(CN2CCCC2=O)c2ccccc2)cc1
→ -5	-0.3	-2	1	0.1	6	13	3
O=C(Cc1cccc(NC(=O)C2CCN(C(=O)C3CC3)CC2)c1)Nc1cccc(C(=O)N2CCCCC2)c1
→ -4	1.1	-7	-10	0.3	nt	-10	5
C[C@@H]1CN([C@H](C)CO)C(=O)c2cc(NC(=O)C3CC3)ccc2O[C@@H]1CN(C)C
→ 14	2.7	-5	nt	-1.0	1	10	5
COc1ccc(C#Cc2ccc3c(c2)[C@H]2[C@H](CCN2S(=O)(=O)c2ccccc2F)[C@H](CO)N3C)cc1
→ 41	2.6	18	11	0.0	20	-2	nt
Cc1ccc(S(=O)(=O)Nc2ccc3c(c2)C(=O)N([C@H](C)CO)C[C@H](C)[C@@H](CN(C)Cc2ccc(C(=O)O)cc2)O3)cc1
→ -16	1.8	0	-2	-0.1	16	-7	nt
CCOP(=O)(OCC)/C(C#N)=C/c1ccc(-c2ccc(F)cc2F)o1
→ 2	-1.0	-1	-7	0.2	-35	18	-2
COc1ccc(/C=C(/NC(=O)c2ccccc2)C(=O)N2CCCCC2)cc1
→ 3	3.2	-6	-1	0.0	5	0	2
C[C@@H]1CCCCO[C@@H](CN(C)C(=O)CCCN(C)C)[C@H](C)CN([C@H](C)CO)C(=O)c2cc(NC(=O)NC3CCCCC3)ccc2O1
→ -2	2.1	0	-15	-0.9	-6	-17	2
COc1nccc(C(F)(F)F)c1C(=O)NC(=O)Nc1c(C)cccc1C
→ 0	-0.2	-4	1	0.0	5	-3	-4
CC1CCCCN1CC(=O)Nc1ccccc1Sc1ccccc1 (stereo not drawn)
→ -7	nt	nt	nt	0.0	76	0	nt
Cc1ccc(NC(=O)C[n+]2ccn(C3=C([O-])c4ccccc4C3=O)c2)cc1
→ 21	-0.9	5	-8	0.0	3	-3	-3
CO[C@H]1CN(C)C(=O)c2cc(NC(=O)C3CCC3)ccc2OC[C@@H](C)NC[C@H]1C
→ -6	-0.3	-5	-13	-0.1	16	-3	-1
NC(=O)c1nsc(C(=O)N(c2cccc(F)c2)C(C(=O)NCC2CCCO2)c2c[nH]c3ccccc23)c1N (stereo not drawn)
→ -4	0.6	4	nt	-0.1	14	11	4
CCCSc1nc2c(cnn2-c2ccc(F)cc2)c(=O)[nH]1
→ -6	-0.2	?	9	0.1	8	-9	-1
COc1ccc(NC(=O)CC2C(=O)NCCN2C(=O)c2ccccc2)cc1 (stereo not drawn)
→ -3	3.2	?	-24	0.3	7	6	4
CNC(=O)C[C@H]1CC[C@@H]2[C@@H](COc3ccc(NC(=O)Cc4cccs4)cc3C(=O)N2C)O1
→ 4	0.6	9	0	0.3	0	-1	nt
CC(C)NC(=O)N(C)C[C@H]1Oc2c(NC(=O)c3cnccn3)cccc2C(=O)N([C@@H](C)CO)C[C@@H]1C
→ -9	-1.2	2	nt	-0.2	11	-2	-6
C[C@@H]1CCCCO[C@H](CN(C)Cc2ccncc2)[C@H](C)CN([C@H](C)CO)C(=O)c2cc(NC(=O)Nc3ccccc3)ccc2O1
→ 5	0.2	8	nt	0.3	-13	19	3
Cc1ccc(S(=O)(=O)N[C@@H](CC(C)C)C(=O)N2CCC(C(=O)N[C@@H](Cc3ccccc3)C(=O)O)CC2)cc1
→ -7	2.0	-3	-8	nt	nt	nt	9
Cc1nc2sccn2c(=O)c1S(=O)(=O)NCc1ccccc1Cl
→ 1	-0.6	-1	-3	0.1	4	-7	2
COc1ccc(-n2c(SC)nnc2-c2c[nH]c3ccccc23)cc1
→ nt	-2.0	-3	9	0.0	8	-12	0
COc1cc(NC(=S)NNC(=O)C(C)(C)O)cc(OC)c1
→ -20	-1.1	3	9	0.4	-6	9	-3
O=C(COC(=O)/C=C/c1ccc(Cl)cc1)Nc1ccccc1-c1ccccc1
→ 0	nt	nt	nt	0.2	23	3	nt
Cc1ccc(S(=O)(=O)N[C@H]2C=C[C@@H](CC(=O)NCc3ccncn3)O[C@H]2CO)cc1
→ -7	-2.3	0	-1	-0.1	-3	-7	-2
CC(c1n[nH]c(=S)n1Cc1ccccc1)N(C)C (stereo not drawn)
→ -19	-4.3	5	-2	0.2	-2	-4	3
CCOC(=O)C1CCCN(C(=O)c2ccc(CNS(=O)(=O)c3ccc(C)cc3)cc2)C1 (stereo not drawn)
→ nt	-0.3	-2	5	0.0	-14	12	6
Cc1cc(OCCN2CCN(S(=O)(=O)c3ccccc3F)CC2)ccc1C(C)C
→ nt	-5.5	9	3	-0.6	-44	-3	-3
COc1cccc(NC(=O)C[C@H]2CC[C@@H]3[C@@H](COc4ccc(NC(=O)C5CC5)cc4C(=O)N3C)O2)c1
→ 2	-2.6	5	-4	0.1	-9	6	-5

An excerpt of these results, tab-delimited.
Compound	ARNT-TACC3 inh	CFTR F508del cor	DENV2 CPE rescue	EWS-Fli inh	Xi reactivation	INS-1E GSIS act	PAX8 inh HTS	ERp5 block
COc1ccc(/C=C(/NC(=O)c2ccccc2)C(=O)N2CCCCC2)cc1	3	3.2	-6	-1	0.0	5	0	2
COc1nccc(C(F)(F)F)c1C(=O)NC(=O)Nc1c(C)cccc1C	0	-0.2	-4	1	0.0	5	-3	-4
Cc1ccc(NC(=O)C[n+]2ccn(C3=C([O-])c4ccccc4C3=O)c2)cc1	21	-0.9	5	-8	0.0	3	-3	-3
CCCC#Cc1cnc2c(c1)C(=O)N([C@@H](C)CO)C[C@H](C)[C@H](CN(C)Cc1ccccc1F)O2	nt	0.0	nt	-5	0.4	-11	-8	nt
Cc1ccc(S(=O)(=O)Nc2ccc3c(c2)C(=O)N([C@H](C)CO)C[C@H](C)[C@@H](CN(C)Cc2ccc(C(=O)O)cc2)O3)cc1	-16	1.8	0	-2	-0.1	16	-7	nt
O=C(COC(=O)/C=C/c1ccc(Cl)cc1)Nc1ccccc1-c1ccccc1	0	nt	nt	nt	0.2	23	3	nt

(cont.)
Values run as follows: ARNT-TACC3 inh	CFTR F508del cor	DENV2 CPE rescue	EWS-Fli inh	Xi reactivation	INS-1E GSIS act	PAX8 inh HTS	ERp5 block
CC(C(=O)NC1CCCC1)N(C(=O)CS(=O)CC(=O)Nc1ccc(F)cc1)c1ccc2c(c1)OCCO2 (stereo not drawn)
→ -4	nt	14	nt	nt	-2	nt	6
CCOc1cc(N2CCOCC2)c(OCC)cc1NC(=O)CN1CCN(Cc2ccc3c(c2)OCO3)CC1
→ 6	0.5	29*	8	-0.7	22	-5	-2
CC(c1ccccc1)N(C)CC(=O)NC(=O)NCCC1=CCCCC1 (stereo not drawn)
→ nt	1.4	-13	4	0.0	-12	-6	5
CCOC(=O)C1(C)CCCN(C(=O)c2ccc(F)c(Cl)c2)C1 (stereo not drawn)
→ nt	-4.1	4	-5	0.1	nt	-3	-9
CC1(C)SC(=S)N(c2ccccc2)C1/[N+]([O-])=C/c1cccc([N+](=O)[O-])c1 (stereo not drawn)
→ nt	-1.6	0	-4	0.0	nt	1	5
C[C@H]1CN([C@@H](C)CO)C(=O)c2cc(NS(C)(=O)=O)ccc2O[C@@H]1CN(C)C(=O)Nc1cccc2ccccc12
→ -4	-1.0	1	nt	-0.1	13	7	5
CCC(C)c1ccccc1NC(=O)COc1ccc(-n2cnnn2)cc1 (stereo not drawn)
→ 12	2.0	9	-2	0.1	-2	1	1
CCn1cc(C(=O)NCc2ccncc2)c(=O)c2cc(F)c(N3CCN(C(=O)c4ccco4)CC3)cc21
→ nt	-0.3	-6	13	0.0	nt	16	1
COc1ccc(S(=O)(=O)N(C)C[C@@H]2OCCCC[C@H](C)Oc3ccc(NS(=O)(=O)c4ccc(F)cc4)cc3C(=O)N([C@@H](C)CO)C[C@H]2C)cc1
→ -3	0.7	-6	-9	0.0	-10	-14	-1
COc1ccccc1-c1cn(CC[C@@H]2CC[C@@H](NC(=O)Cc3ccccn3)[C@@H](CO)O2)nn1
→ 25	0.7	-7	-7	0.1	-5	27	9
CCOC(=O)N1CCN(C(=O)C[C@@H]2C[C@@]3(C(=O)OC)CC(C)(C)CC=C3N(Cc3cccc4ccccc34)C2=O)CC1
→ nt	0.1	-4	-5	0.0	-19	26	-1
N#Cc1c(N2CCOCC2)nsc1-c1ccc(C(F)(F)F)cc1
→ -10	-1.3	19	-108	0.0	5	-87	7
CCCN1CCN(CCNC(=O)Nc2ccccc2Cl)CC1
→ -6	0.8	0	-5	0.0	11	-5	-2
Cc1ccc(S(=O)(=O)N[C@@H]2C=C[C@H](CC(=O)NCCc3ccncc3)O[C@H]2CO)cc1
→ nt	0.7	0	-4	0.0	3	-44	0
CC(C)NC(=O)Nc1ccc2c(c1)CC(=O)N([C@@H](C)CO)C[C@@H](C)[C@H](CN(C)CC1CC1)O2
→ -6	1.7	-5	nt	-0.1	11	-15	15
O=C(NCC1CCCCC1)c1ccc(F)c(S(=O)(=O)N2CCOCC2)c1
→ 1	-3.6	14	-1	0.1	1	2	1
COc1ccccc1C(=O)NNC(=O)C1CCN(C(=O)OC(C)(C)C)CC1
→ -7	-0.8	-4	3	0.3	8	16	3
Cc1ccc(-c2cnc3c(c2)C(=O)N([C@H](C)CO)C[C@H](C)[C@H](CN(C)C(=O)c2cccnc2)O3)cc1
→ 0	2.0	7	-2	-0.1	4	nt	0
COc1cccc(NC(=O)COc2ccccc2)c1
→ -5	-3.4	5	-56	0.2	-6	-16	2
O=C(Nc1ccc(S(=O)(=O)N2CCCC2)cc1)c1cccs1
→ -1	-4.4	2	-19	0.0	-14	13	-1
O=C(C[C@@H]1C[C@@H]2c3cc(NC(=O)NC4CCCCC4)ccc3O[C@@H]2[C@@H](CO)O1)NC1CCCC1
→ nt	-2.1	-5	0	0.0	3	-38	-4
Cc1cc(Cn2nc(-c3ccccc3)cc2C(=O)NCc2cccc(Br)c2)on1
→ 0	2.1	nt	8	0.0	-30	-2	-3
Nc1ccccc1SCc1ccccc1
→ -2	-3.4	-2	-1	0.0	7	-44	-2
CNC(=O)C[C@@H]1CC[C@@H]2[C@H](COc3ccc(NC(=O)c4ccccc4Cl)cc3C(=O)N2C)O1
→ 15	-0.8	4	-5	0.4	-9	-38	-1
O=C(c1ccccc1)N1CC[C@@H]2[C@@H](CO)Nc3ccc(C#Cc4cccnc4)cc3[C@@H]21
→ -2	-1.2	?	2	0.1	16	-10	-4
O=[N+]([O-])c1cccc(S(=O)(=O)Nc2ccc(-c3ccc(N4CCOCC4)nn3)cc2)c1
→ 9	1.8	5	0	-0.1	-4	nt	1
COc1cccc(C2c3[nH]c4ccccc4c3CCN2Cc2cnc(C)s2)c1OC (stereo not drawn)
→ 5	5.5	1	26	0.4	-23	25	0
